# E-sel inducer: E-selectin induction on HUVECs; HUVEC E-selectin immunofluorescence imaging; normalized: neutral wells 0, TNF-alpha wells 100; activation, % at 7.58 µM; 0.37% of 260,000 active;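 active means mean E-selectin-positive cell signal at least 10% of the positive control, reached in at least 60% of replicates, without over 20% cell loss; inconclusive means no rule given, readout overlaps actives, possibly toxicity-flagged; inactive means the rest, including those meeting only one limit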;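 further: in these data hits start at about 27%; measured in HUVEC primary endothelial cells; signal is the percent of cells scored E-selectin positive by PE staining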
# Target sequence (P16581 whole entry, looked up): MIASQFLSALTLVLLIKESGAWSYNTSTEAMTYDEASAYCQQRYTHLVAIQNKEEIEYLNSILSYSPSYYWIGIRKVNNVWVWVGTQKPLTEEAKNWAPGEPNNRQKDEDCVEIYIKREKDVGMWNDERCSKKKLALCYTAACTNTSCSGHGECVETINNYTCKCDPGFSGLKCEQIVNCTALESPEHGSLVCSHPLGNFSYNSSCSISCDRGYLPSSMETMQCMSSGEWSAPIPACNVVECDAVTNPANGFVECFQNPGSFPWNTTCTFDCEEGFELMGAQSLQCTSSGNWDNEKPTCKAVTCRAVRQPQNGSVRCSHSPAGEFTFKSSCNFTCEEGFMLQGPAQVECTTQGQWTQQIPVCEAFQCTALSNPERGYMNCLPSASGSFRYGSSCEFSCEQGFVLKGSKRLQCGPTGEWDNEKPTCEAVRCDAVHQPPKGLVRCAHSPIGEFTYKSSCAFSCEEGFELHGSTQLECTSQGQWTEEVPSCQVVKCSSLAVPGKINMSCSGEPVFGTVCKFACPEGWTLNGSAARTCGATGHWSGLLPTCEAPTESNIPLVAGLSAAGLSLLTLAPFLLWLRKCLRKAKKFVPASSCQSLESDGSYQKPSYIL
#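 Material: HUVEC primary endothelial cells; Amount: 3,000 cells per well; Dosing: single concentration; Medium: EGM-2 growth medium on 0.1% gelatin-coated wells; Read-out basis: percent E-selectin-positive cells; Signal: immunofluorescence imaging; Control set: TNF-alpha, DMSO.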
# EWS-Fli inh: blocks EWS/Fli oncoprotein-driven transcription; A673 NR0B1-luciferase reporter, viability-normalised; inhibition, % at 12.6 µM; 0.67% of 350,000 active; AID 651661;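 active means mean inhibition of at least 50% after viability correction, with every replicate also passing that limit; inconclusive means mean reaches 50% but only one of two replicates passes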;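 further: firefly luciferase signal divided by Alamar Blue viability fluorescence both relative to DMSO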
# RAD54 branch: inhibitors of human RAD54 branch migration; 0.14% of 360,000 active; Q92698; inhibition, % at 10.4 µM; RAD54 Holliday junction branch migration, FAM/BHQ fluorescence;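 active means mean normalized replicate activity at least 40 and at least half of replicates scoring 40 or more; inconclusive means only one of the two criteria met; inactive means mean below 40 and under half of replicates reaching 40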;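 further: 0% = median of neutral control wells and 100% = median of positive control wells; inhibitors cause a drop in the FAM fluorescence signal; in these data hits start at about 50%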
# RAD52 anneal inh: inhibitors of human RAD52 DNA annealing. P43351. recombinant RAD52 DNA annealing, FRET fluorescence. inhibition, % at 18.7 µM. 0.46% of 360,000 active;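 active means every replicate showing at least 50% inhibition; inconclusive means mean inhibition at least 50% but not in every replicate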
# Xi reactivation: reactivates the inactive X chromosome in mouse fibroblasts. XiGFP mouse fibroblasts, % GFP-positive cells imaging, 3 d; cells co-treated with 5-aza-dC sensitizer; scaled so ellipticine positive control = 100%. activation, % at 7.58 µM. 0.055% of 360,000 active;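 active means mean normalized replicate activation at least 10% and every replicate at or above 10%; inconclusive means only one of the two criteria met; inactive means mean below 10% and not all replicates reach 10%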;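 further: 0% = median of on-plate neutral control wells and 100% = ellipticine 6 µM median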
#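 Material: SV40-immortalized XiGFP fibroblast cells, line 68-5-11 | Buffer or medium: DMEM containing 5-aza-dC | Dosing: One concentration, pinned | Times: 3 d treatment, 15 min room-temperature fixation | Controls: Ellipticine 6 µM positive control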
# esBAF inh: blocks esBAF chromatin remodeling in mouse ES cells; Bmi1-luciferase knock-in reporter, 24 h; 100% = twice the neutral-well signal; reporter increase, % at 12.5 µM; 2% of 350,000 active; in the data active means activation above about 40%; inconclusive means no clear call, values can overlap the other calls;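 further: 0% = median of the plate's neutral control wells and 100% = double that signal; a rise in the Bmi1 reporter signal indicates esBAF inhibition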
# S100A4 inh HTS: inhibitors of human S100A4 binding to myosin IIA peptide. P26447. S100A4/TAMRA-MyoIIA peptide fluorescence polarization. inhibition, % at 10.7 µM. 0.14% of 360,000 active. AID 652163;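 active means mean inhibition of at least 70% across replicates, with every replicate also reaching that level; inconclusive means mean inhibition reaches 70% but some replicates fall short; inactive means mean inhibition below 70%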
# Target sequence (P26447 whole entry, looked up): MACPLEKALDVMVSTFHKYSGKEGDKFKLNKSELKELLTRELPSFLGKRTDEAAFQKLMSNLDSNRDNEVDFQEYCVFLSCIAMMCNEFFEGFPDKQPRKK
#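 Test system: S100A4 monomer protein. Medium: HEPES buffer with Ca2+, pH 7.2. Reagent: fluorescent myosin IIA peptide, 5 nM. Compound dosing: single-point compound testing. Timing: 5 min between mix addition and reading. Benchmarks: DMSO neutral and TFP positive wells.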
# FN deposition inh: fibronectin deposition inhibition; AH1F fibroblasts, Alexa488-fibronectin deposition fluorescence, overnight; inhibition, % at 12.6 µM; 0.086% of 350,000 active; AID 743247;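 active means mean inhibition across replicates of 30% or more, regardless of how many single replicates reach that level; inconclusive means mean under 30% yet at least half of replicates reach 30%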;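 further: positive control wells lacked labelled fibronectin entirely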
#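 Measured by – fluorescence 485/525 nm · System – AH1F fibroblast monolayer, labelled fibronectin deposition · Amount – 10000 cells per well · Buffer or medium – serum-reduced DMEM (2% serum) · Doses – single dose, pinned · Also added – fluorescent fibronectin at 24 nM final · Schedule – 1 h cell attachment, overnight exposure to compound and label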
# Starred values were filed as active, the others as inactive; ? = inconclusive; / = not tested or not shown; & = joins results of further samples. This is a random part of the collection. Share with any hit: about 3%.
SMILES,E-sel inducer,EWS-Fli inh,RAD54 branch,RAD52 anneal inh,Xi reactivation,esBAF inh,S100A4 inh HTS,FN deposition inh
CN(C)S(=O)(=O)c1ccc(N2CCCC2)c(C(=O)NC2CCC(O)CC2)c1 (configuration not stated),0.1,6,4,-9,-0.1,-5,-2,-4
CCN(CC)CCCNC(=O)CSc1nc(C)cc(C)n1,-0.7,0,/,-25,0.0,/,2,0
COc1ccc(NC(=O)Nc2ccc3c(c2)C(=O)N([C@@H](C)CO)C[C@H](C)[C@H](CN(C)Cc2ccc(-c4ccccc4)cc2)O3)cc1,0.0,-7,-5,49,0.0,4,-47,/
O=C(COc1ccc2c3c(c(=O)oc2c1)CCC3)NC(Cc1ccc(Cl)cc1)C(=O)O (configuration not stated),/,-2,-12,-8,/,-2,0,/
CC1(/[N+]([O-])=C/c2ccc(F)cc2)CCCCC1=O (configuration not stated),2.9,3,/,-5,-0.1,-6,1,-6
O=C(Cn1ncc2c(=O)oc3ccccc3c21)N1CCc2ccccc2C1,0.1,0,5,-9,0.2,3,0,12
CO[C@H]1CN(C)C(=O)c2ccc(NC(=O)C3CCC3)cc2OC[C@@H](C)N(Cc2ccc(F)cc2)C[C@H]1C,0.2,-8,7,15,0.2,-1,-2,7
C[n+]1ccccc1Nc1cc([N+](=O)[O-])ccc1N,-0.1,6,-6,2,0.0,-11,-8,-7
CCOCCOc1nc2c(c(=O)n(C)c(=O)n2C)n1Cc1ccc(C)cc1,0.3,-12,7,-21,0.1,-7,0,7
COc1ccc(/C=N/NC(=O)c2ccc(NC(=O)C3CCCCC3)cc2)cc1O,?,/,5,6,0.0,/,3,/
CCC(=O)N(C)C[C@@H]1Oc2cc(/C=C/c3ccccc3)ccc2S(=O)(=O)N([C@H](C)CO)C[C@@H]1C,1.0,-12,-4,7,-1.2,0,-2,-1
CC1Cc2nc(SCC(=O)NCC3CCCO3)n(-c3ccccc3)c(=O)c2S1 (configuration not stated),/,-13,-4,-54,0.4,-2,2,-7

# Profiles as entered above. Order of values: E-sel inducer, EWS-Fli inh, RAD54 branch, RAD52 anneal inh, Xi reactivation, esBAF inh, S100A4 inh HTS, FN deposition inh
# `CCN(CC)CCCNC(=O)CSc1nc(C)cc(C)n1` as listed: -0.7, 0, /, -25, 0.0, /, 2, 0
# `CO[C@H]1CN(C)C(=O)c2ccc(NC(=O)C3CCC3)cc2OC[C@@H](C)N(Cc2ccc(F)cc2)C[C@H]1C` as listed: 0.2, -8, 7, 15, 0.2, -1, -2, 7
# `O=C(COc1ccc2c3c(c(=O)oc2c1)CCC3)NC(Cc1ccc(Cl)cc1)C(=O)O` (configuration not stated) as listed: /, -2, -12, -8, /, -2, 0, /

# (listing goes on)
SMILES,E-sel inducer,EWS-Fli inh,RAD54 branch,RAD52 anneal inh,Xi reactivation,esBAF inh,S100A4 inh HTS,FN deposition inh
COc1cccc(CN2CCNC(=O)C2CC(=O)NCCc2ccccn2)c1 (configuration not stated),/,-8,/,-5,0.0,/,0,3
O=C(Nc1ccc(Cl)cc1)N[C@@H]1CC[C@H](CCn2cc(C3(O)CCCC3)nn2)O[C@H]1CO,-0.3,0,-10,17,-0.4,-3,-2,/
CNc1nc(C)nc(N/N=C/c2ccccc2)n1,/,-24,/,3,0.0,/,-6,12
CCOc1ccc(Br)cc1C1=NN(C(C)=O)C(c2ccc([N+](=O)[O-])s2)O1 (configuration not stated),0.0,9,4,-10,0.0,-5,-6,6
COc1ccc(C)cc1NC(=O)NNC(=O)c1ccoc1C,/,/,2,-6,0.2,10,0,-7
CCC(=O)Nc1ccc(NC(=O)CSc2nnc(-c3ccco3)n2CC)cc1,0.0,-1,/,-12,0.4,-6,2,-5
O=C(NC1CCCCC1)N1CC(=O)N2[C@H](CO)[C@H](c3ccc(-c4cccnc4)cc3)[C@H]2C1,-0.7,-1,/,-2,-0.1,/,2,4
CC(C)CCC(C)NC(=O)Cc1ccc(S(=O)(=O)N2CCOCC2)s1 (configuration not stated),-0.6,/,6,5,0.0,/,-2,-6
CCOC(=O)c1c(CC(C)C)csc1N,1.9,1,-2,-1,0.1,6,-46,-5
O=[N+]([O-])c1cc(C(F)(F)F)cc([N+](=O)[O-])c1NCc1cccnc1,2.7,-9,/,-6,2.0,/,0,-5
CN1CCC(OC(=O)c2ccccc2Cl)CC1,/,6,/,-6,0.0,-1,1,8
Cc1ccc(OCc2cc(C(=O)NC(C)Cc3cccnc3)no2)cc1C (configuration not stated),/,-76,-12,-52,0.0,72*,-3,0
CCc1nc(SCC(=O)Nc2cc(C)on2)c2c(=O)n(C)c(=O)n(C)c2n1,/,6,-8,-6,0.0,-1,1,2
COC(=O)[C@@]12C[C@@H](CC(=O)NCc3ccc(OC)c(OC)c3)C(=O)N(Cc3ccco3)C1=CCC(C)(C)C2,-0.2,3,/,-6,0.2,/,-1,7
CCCCOC(=O)Nc1ccc(S(=O)(=O)Nc2nccs2)cc1,-0.2,3,/,-18,0.0,/,6,-4
C/C=C/c1ccc([C@H]2[C@@H](CO)N3C(=O)CN(Cc4ccc(C)cc4)C[C@@H]23)cc1,-0.1,/,/,-3,0.3,/,7,/
O=C1CN(C(=O)COC(=O)CCS(=O)(=O)c2ccccc2)c2ccccc2N1,-0.2,-6,-6,-7,0.0,-4,2,/
Cc1cc(C)c(C(=O)COC(=O)C2CC3CCCC(C2)C3=O)c(C)c1 (configuration not stated),-1.4,-4,/,-7,-0.3,1,5,-4
Cc1nnc(SCC(=O)NC2CCCC2)n1CCc1ccccc1,/,-5,-7,-8,0.1,-10,1,8
CN(C)c1ccc2nsnc2c1[N+](=O)[O-],/,-8,12,-2,0.0,/,0,4
CCCCNC(=O)C[C@@H]1C[C@@]2(C(=O)OC)CCCCC=C2N(CCc2ccc(OC)c(OC)c2)C1=O,0.2,0,/,-4,-0.1,/,-7,-14
CC1(Cc2cc(Cl)ccc2C(F)(F)F)C(=O)Nc2ccc(S(=O)(=O)NC3CCCCC3)cc21 (configuration not stated),/,7,-2,-4,-0.1,4,-5,-3
COc1cccc(CN2CC(C(=O)NCCc3ccc(C)s3)CCC2=O)c1 (configuration not stated),-0.2,-4,-1,-9,0.2,-4,-10,-2
CCC(=O)N(C)C[C@H]1[C@@H](c2ccc(-c3ccc(F)cc3)cc2)[C@@H](CO)N1C(C)=O,0.0,-3,/,0,0.1,/,1,/
C[C@H](CO)N1C[C@H](C)[C@@H](CN(C)S(=O)(=O)c2cn(C)cn2)OCc2cn(nn2)CCCC1=O,-0.1,0&6,-4&-2,-16&18,0.0&0.1,0&0,2&3,4&-6
O=C(CSc1nnc(-c2ccccc2Br)o1)N1CCOCC1,0.2,-89,1,-19,0.0,?,-6,-1
O=C1CC[C@@H]2CC3(C[C@@H]4CCN1[C@H]24)Nc1cc(Cl)ccc1NC3=NC1CCCCC1 (some centres not stated),0.8,1,0,2,-0.1,-10,-1,3
Cn1c(=O)c2cc(NC(=O)CCc3ccc4c(c3)OCO4)ccc2n1Cc1ccc(F)cc1,0.0,17,-10,-8,-0.2,8,-2,7
CN(C)c1ccc(/C=N/NC(=O)c2cc(=O)[nH]c3ccccc23)cc1,0.4,10,/,-17,-0.3,-7,2,-2
O=C(CSc1nnc(NC(=O)c2c(F)cccc2F)s1)NCc1ccc(F)cc1,/,-12,9,-8,0.1,/,1,0
CCOC(=O)c1oc2cc(O)cc(C)c2c1C,-0.2,-25,3,0,0.2,?,0,3
O=C(CSc1nc(C2CC2)nc2ccccc12)Nc1ccccc1N1CCOCC1,/,12,/,-4,0.0,/,2,17
C[C@@H]1CN([C@@H](C)CO)C(=O)c2cc(NC(=O)Nc3ccccc3)ccc2O[C@@H](C)CCCCO[C@H]1CN(C)C(=O)Nc1ccc(C(F)(F)F)cc1,0.1,4,-5,-15,0.4&0.1,7,1,5&-5
C[C@H]1C=C(C(=O)NCc2nc3ccccc3[nH]2)O[C@@H](OCc2ccc(CO)cc2)C1,0.5,-6&7,-2&3,4&-8,0.0,0,-9&-1,-22
CC(C)Cc1ccc(CN2CCCC(NC(=O)c3ccnn3C)C2)cc1 (configuration not stated),/,36,-2,-37,0.5,3,-15,-9
COc1ccccc1NC(=O)C(C)OC(=O)CC1CCCCC1 (configuration not stated),-0.8,-3,0,0,0.1,-2,-1,-2
COc1ccc(S(=O)(=O)NCC2CCCN(C(=O)C=C(C)C)C2)cc1 (configuration not stated),-0.5,9,/,-7,-0.1,/,1,-8
Nc1c(C(=O)NC2CCCC2)c2nc3ccccc3nc2n1/N=C/c1cccnc1,0.0,-59,7,-11,-0.2,2,-1,-9
CCN(CC)CCNC(=O)c1cccc(NC(=O)C(=O)c2ccccc2NC(C)=O)c1,/,-11,-3,36,0.1,9,4,/
O=C(Nc1ccc2c(c1)OCO2)c1cc(C2CCCCN2C(=O)c2ccc(Cl)cc2)on1 (configuration not stated),0.7,6,-9,-7,0.3,5,-2,0
CC(C)NC(=O)/C(C#N)=C/c1cccc(NC(=O)c2ccccc2Cl)c1,/,-11,/,-10,0.1,/,-2,6
C[C@@H]1CCCCO[C@@H](CN(C)C(=O)Nc2ccc(F)cc2)[C@H](C)CN([C@H](C)CO)C(=O)c2cc(NC(=O)Cc3ccccc3)ccc2O1,0.0,6,6,-35,-0.8,11,-9,/
C[C@H]1Cn2cnc(C(=O)NCC(=O)OC(C)(C)C)c2C(=O)N1,-0.1,-2,-5,-6,0.1,-8,-16,1
COc1ccc(S(=O)(=O)Nc2ccc3c(c2)C(=O)N([C@H](C)CO)C[C@@H](C)[C@H](CN(C)C(=O)c2ccccc2)OCCCC[C@@H](C)O3)cc1,0.0,4,5,-18,0.3,7,-1,6
O=C(CCN1CCN(c2ccccc2)CC1)NNC(=S)Nc1ccccc1,0.0,-3,/,-13,-0.1,-7,7,6
C(=N\Nc1ccc2nncn2n1)/c1ccco1,/,9,/,-4,0.3,/,-20,1
O=C1C(C=NCCCN2CCOCC2)=C(O)c2ccccc21,/,/,-4,-2,/,10,-4,/
Cc1ccccc1-c1ccc(CN2C(C)C(=O)N(Cc3cn(Cc4ccco4)nn3)CCS2(=O)=O)cc1 (configuration not stated),0.0,-7,-4,-17,0.0,7,4,/
O=C(Nc1cccc(F)c1)N1CCCCN2[C@@H](CO)[C@H](c3ccc(C#Cc4cccnc4)cc3)[C@@H]2C1,0.2,12,3,21,0.0,6,1,-6
Cc1ccccc1Nc1nc(N2CCOCC2)nc(N2CCOCC2)n1,/,/,-13,-23,0.1,-6,-11,-9
CC(C)C[C@@H](CN1CCC[C@@H]1CN1C(=S)NC[C@@H]1Cc1ccccc1)N1C[C@H](Cc2ccc(O)cc2)N(CC2CCCCCC2)C1=S,0.0,6,-1,-17,0.1,8,11,-1
